Screens deposited in PubChem by National Center for Advancing Translational Sciences (NCATS).
TrxR1 inh = inhibitors of rat thioredoxin reductase 1 | Potency, µM (doses to about 114 µM), for inactives: at the highest dose activity change, negative = inhibition, hits mostly inhibitors | actives 1% (n = 390,000) | recombinant rTrxR1, NADPH fluorescence consumption, selenite substrate; note: potency is the fitted concentration of half-maximal effect; % is set by controls: 0 for no effect and ±100 for the full control effect; nearly all actives have a fitted effect of over 65% in size
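Rat TrxR1 (90 nM in the dispensed reagent) was pre-reduced with 400 uM NADPH for 5 min at room temperature, then incubated with compound for 15 min. After 400 uM selenite was added, NADPH fluorescence (Ex 340/Em 450 nm) was followed for 8 min.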
TRHR PAM = allosterically enhances the human TRH receptor; actives 0.66% (n = 360,000); AID 493056; enhancement, % at 2 µM; P34981; TRHR cells, fluo-8 calcium fluorescence, EC20 TRH enhancement; in the data active = enhancement above about 30%; note: 0% is about no effect
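TRHR-expressing cells loaded with fluo-8 calcium dye were read kinetically (ex 480/em 530) during compound addition, then stimulated with an EC20 of TRH (10 nM final). Enhancement of the Gq-mediated intracellular calcium response was scored.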
D2 ag = D2 dopamine receptor (human) agonism. actives 0.53% (n = 340,000). HEK293 T-REx D2 cells, calcium flux agonist mode. AID 485358. activation, % at 2 µM;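 active = activation over 3 SD above normal in the single-dose calcium agonist read, cut at about 30% in these data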; note: 0% is about no effect
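Agonism is scored from calcium flux in a force-coupled, inducible HEK293 cell line expressing D2, read kinetically for 180 s after compound addition against dopamine controls.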
D2 antag = antagonists of human D2 dopamine receptor | P14416 | actives 2% (n = 340,000) | HEK293 TREx D2 cells, calcium flux, dopamine EC80 | AID 485344 | inhibition, % at 10 µM; in the data active = inhibition above about 30%; note: 0% is about no effect
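Calcium flux kinetic readout in an inducible HEK293 TREx D2 line plated overnight at 30 C. After 180 s compound exposure, an EC80 dopamine challenge follows with another 180 s kinetic read to detect antagonism.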
Pin1 inh = inhibitors of human Pin1; Pin1 FP peptide displacement, HiFluor488, 10 min; Q13526; actives 0.009% (n = 390,000); Potency, µM (top dose mostly 115 µM), without a hit: at the highest dose activity, negative = inhibition, usual class: inhibitors; active = well fitted inhibition curve with a large enough effect in the polarisation, with a control signal flat, not every such curve was filed as active; inconclusive = small, poorly fitted or top-dose-only effect, or effect the other way, or a change in a side signal; inactive = no such curve, though single readings can be large or run the other way; the % refers to the polarisation; note: potency is the fitted concentration of half-maximal effect; % is set by controls: 0 for no effect and ±100 for the full control effect
Target sequence (Q13526 whole entry, looked up): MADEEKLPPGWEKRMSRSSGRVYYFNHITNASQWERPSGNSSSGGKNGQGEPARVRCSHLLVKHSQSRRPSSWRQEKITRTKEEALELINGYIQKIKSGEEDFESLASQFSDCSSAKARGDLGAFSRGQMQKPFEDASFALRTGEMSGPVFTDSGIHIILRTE
mIDH1 inhibitor = blocks human mutant IDH1 R132H enzyme; O75874; IDH1-R132H enzyme, NADPH consumption, diaphorase/resazurin fluorescence; Potency, µM (series often up to 76.6 µM), for the others: at the top dose activity change, negative = inhibition, most hits filed as inhibitors; actives 0.093% (n = 390,000); AID 602179; note: potency is the fitted concentration of half-maximal effect; % is set by controls: 0 for no effect and ±100 for the full control effect; nearly all actives have a fitted effect of over 65% in size
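IDH1-R132H (0.5 ug/mL dispensed) in pH 7.5 Tris buffer was preincubated 30 min with compound, then given a substrate mix of 0.016 mM NADPH and 2 mM alpha-KG for 80 min at room temperature; remaining NADPH was read by diaphorase/resazurin fluorescence.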
TRHR agonist = TRH receptor (human) agonism; activation, % at 2 µM; TRHR cells, calcium flux fluo-8, FDSS agonist mode; actives 0.18% (n = 360,000); in the data active = activation above about 30%; note: 0% is about no effect
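Steps: seed TRHR cells overnight; add fluo-8 no-wash Ca dye, RT 30 min–1.5 h; record 10 s baseline; pin-transfer compounds; monitor fluorescence 1 cycle/s for the agonist window. Calcium increases flag candidate agonists.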
USP1-UAF1 inh = inhibitors of human USP1/UAF1 deubiquitinase; O94782; recombinant USP1/UAF1, Ub-Rhodamine cleavage fluorescence; Potency, µM (doses to about 57.1 µM), without a hit: at the top dose activity change, negative = inhibition, actives largely listed as inhibitors; actives 0.23% (n = 390,000); note: potency is the fitted concentration of half-maximal effect; % is set by controls: 0 for no effect and ±100 for the full control effect; nearly all actives have a fitted effect of over 60% in size; inactives centre near -12
Target sequence (O94782 whole entry, looked up): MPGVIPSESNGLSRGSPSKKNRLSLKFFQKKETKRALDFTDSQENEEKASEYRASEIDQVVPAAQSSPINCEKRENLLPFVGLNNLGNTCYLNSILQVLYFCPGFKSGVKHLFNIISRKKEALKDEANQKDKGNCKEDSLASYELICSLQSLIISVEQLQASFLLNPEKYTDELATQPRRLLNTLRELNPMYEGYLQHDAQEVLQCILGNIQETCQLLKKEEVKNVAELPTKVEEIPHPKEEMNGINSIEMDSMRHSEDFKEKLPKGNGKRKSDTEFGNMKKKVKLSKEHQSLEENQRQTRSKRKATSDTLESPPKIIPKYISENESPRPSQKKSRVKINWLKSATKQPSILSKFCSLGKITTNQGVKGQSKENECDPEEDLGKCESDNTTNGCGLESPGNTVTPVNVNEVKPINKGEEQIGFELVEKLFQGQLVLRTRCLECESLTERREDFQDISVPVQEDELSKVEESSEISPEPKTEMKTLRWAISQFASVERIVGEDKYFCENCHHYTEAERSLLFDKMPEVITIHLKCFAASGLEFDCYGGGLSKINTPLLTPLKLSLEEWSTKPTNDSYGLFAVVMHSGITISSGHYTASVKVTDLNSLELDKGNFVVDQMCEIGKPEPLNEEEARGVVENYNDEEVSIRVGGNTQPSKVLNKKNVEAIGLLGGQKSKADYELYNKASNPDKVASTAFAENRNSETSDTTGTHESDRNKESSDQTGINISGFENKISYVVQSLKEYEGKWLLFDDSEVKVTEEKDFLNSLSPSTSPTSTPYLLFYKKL
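In this screen, compounds sit with the deubiquitinase complex (1nM) for 15 min at room temperature before Ub-Rho is added at 150nM final. Fluorescence rise is then followed for 6 reads every 60 seconds.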
TrxR1 substrate = is turned over as a substrate by rat TrxR1. AID 588456. Potency, µM (doses to about 114 µM), for the others: at the highest dose activity change, negative = substrate turnover. actives 0.01% (n = 390,000). purified TrxR1 substrate turnover, NADPH consumption readout; note: potency is the fitted concentration of half-maximal effect; % is set by controls: 0 for no effect and ±100 for the full control effect; nearly all actives have a fitted effect of over 50% in size
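Rat TrxR1, dispensed at 90 nM, was prereduced with 400 uM NADPH (final) for 5 min at ~22 deg C, then incubated with compound 15 min before 400 uM selenite. A first-read NADPH fluorescence drop versus no-compound background flagged substrates.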
* marks the source's active call; other numbers are inactive results; & = joins results of further samples; [ ] = remark or other dose. Unless noted, calls come from the whole dose curve; as a rule, active = well fitted inhibition curve with a large enough effect; inconclusive = small, poorly fitted or top-dose-only effect; inactive = no such curve, though single readings can be large or run the other way. An excerpt (hit frequency here may not be typical).

For CSCC(=O)NCC1(N(C)Cc2ccccc2)Cc2ccccc2C1 the results were TrxR1 inh 6.4%[57.1 µM], TRHR PAM 9.2, D2 ag -0.3, D2 antag -11.4, Pin1 inh -1.9%, mIDH1 inhibitor 2.7%, TRHR agonist 0.1, USP1-UAF1 inh 3.5% and TrxR1 substrate -1.7%[57.1 µM].
COc1ccc([C@H]2/C=C\CN(S(=O)(=O)/C=C/c3ccccc3)[C@@H](C)C(=O)N2Cc2ccc(F)cc2)cc1 was read as TrxR1 inh 10.3%[57.1 µM], Pin1 inh 15.3%, mIDH1 inhibitor -7.2%, USP1-UAF1 inh -24.6% and TrxR1 substrate 6.6%[57.1 µM].
`COC(=O)c1sc(S(=O)(=O)N2CCC(C)CC2)c(C(=O)OC)c1C` gave TrxR1 inh -10.3%, TRHR PAM -6.7, D2 ag 1.1, D2 antag -14.3, Pin1 inh -2.9%, mIDH1 inhibitor 2.7%, TRHR agonist 0.5, USP1-UAF1 inh -13.8% and TrxR1 substrate -13.7%.
COCCCNC(=O)C1CC(=O)N(Cc2ccc(OC)cc2)C1 (stereo unspecified) was read as TrxR1 inh 11.0%, TRHR PAM -3.8, D2 ag -0.4, D2 antag -0.7, Pin1 inh 4.7%, mIDH1 inhibitor -1.9%, TRHR agonist 0.8, USP1-UAF1 inh -6.3% and TrxR1 substrate 9.4%.
For CCc1ccccc1NC(=O)c1ccc(=O)n(Cc2ccc(F)cc2)c1 the results were TrxR1 inh 12.9%[57.1 µM], TRHR PAM -1.7, D2 ag 0.4, Pin1 inh 3.0%, mIDH1 inhibitor -8.9%, TRHR agonist 0.2, USP1-UAF1 inh inconclusive and TrxR1 substrate -0.9%[57.1 µM].
For CC(=O)c1ccc(NC(=O)CSc2n[nH]c(-c3cccnc3)n2)cc1 the results were TrxR1 inh 5.1%, TRHR PAM -3.9, D2 ag 0.7, D2 antag -3.4, Pin1 inh 0.8%, mIDH1 inhibitor 0.4%, TRHR agonist 1.4, USP1-UAF1 inh -10.3% and TrxR1 substrate -0.9%.
For C(=N\Nc1ccc(-n2ccnc2)nn1)/c1ccccc1 the results were TrxR1 inh 9.6%, TRHR PAM -8.2, D2 ag 0.5, D2 antag -10.5, Pin1 inh 5.2%, mIDH1 inhibitor -1.8%, TRHR agonist 0.1, USP1-UAF1 inh inconclusive and TrxR1 substrate 1.5%.
`O=C(CSCc1c(F)cccc1F)Nc1ccccc1` gave TrxR1 inh 33.4%[activator], TRHR PAM 0.0, D2 ag -0.6, D2 antag -16.8, Pin1 inh -5.7%, mIDH1 inhibitor 2.3%, TRHR agonist 0.1, USP1-UAF1 inh -11.8% and TrxR1 substrate 10.6%.
`Cc1cccc(/C(N)=N/OC(=O)c2cccs2)c1` gave TrxR1 inh 12.4%[57.1 µM], TRHR PAM 0.5, Pin1 inh -0.3%, mIDH1 inhibitor 2.7%, TRHR agonist 1.0, USP1-UAF1 inh -18.8% and TrxR1 substrate -1.1%[57.1 µM].
`CC1CCN(c2c(NCc3ccc(C(=O)NCc4cccnc4)cc3)c(=O)c2=O)CC1` gave TrxR1 inh 1.8%, TRHR PAM -1.7, D2 ag -1.3, D2 antag 5.2, Pin1 inh 6.7%, mIDH1 inhibitor 11.2%, TRHR agonist -0.1, USP1-UAF1 inh -14.8% and TrxR1 substrate -1.4%.
Cc1nc2ccccc2c(=O)n1C1CCCCCC1 was read as TrxR1 inh 17.4%[57.1 µM], TRHR PAM 3.8, D2 ag -0.2, D2 antag -10.7, Pin1 inh -9.4%, mIDH1 inhibitor 3.4%, TRHR agonist -1.0, USP1-UAF1 inh -14.4% and TrxR1 substrate 9.6%[57.1 µM].
For Cc1cc(C=C2C(=O)c3ccccc3C2=O)c(C)n1C the results were TrxR1 inh -12.0%, TRHR PAM 7.4, D2 ag 2.4, D2 antag 12.7, Pin1 inh -1.4%, mIDH1 inhibitor -1.9%, TRHR agonist 3.9, USP1-UAF1 inh -13.3% and TrxR1 substrate -10.3%.
`Cc1ccc(S(=O)(=O)N2CCOCC2)cc1NC(=O)CSc1nccn1C` gave TrxR1 inh 7.3%, TRHR PAM 2.9, D2 ag -0.2, D2 antag -9.0, Pin1 inh 0.4%, mIDH1 inhibitor 6.5%, TRHR agonist 0.2, USP1-UAF1 inh -15.9% and TrxR1 substrate -2.8%.
COC(=O)c1ccccc1NC(=O)COCc1cc(-c2cccs2)on1 was read as TrxR1 inh 17.8%, TRHR PAM 2.5, D2 ag 0.2, Pin1 inh -1.7%, mIDH1 inhibitor -15.5%, TRHR agonist 1.2, USP1-UAF1 inh -18.0% and TrxR1 substrate -2.4%.
Screening CCO[C@@H]1OC(C(=O)N2CCN(Cc3ccccc3)CC2)=C[C@H](c2ccc(Br)cc2)[C@H]1CCCO returned TrxR1 inh -0.1%[57.1 µM], TRHR PAM -9.3, D2 ag 1.1, D2 antag -12.1, Pin1 inh inconclusive, mIDH1 inhibitor 1.6%, TRHR agonist 0.0, USP1-UAF1 inh -25.0% and TrxR1 substrate 8.4%[57.1 µM].
CN(CC(=O)Nc1ccccc1Cl)C(=O)CSc1nnc(-c2ccco2)n1C was read as TrxR1 inh inconclusive, TRHR PAM -6.0, D2 ag 0.4, D2 antag -26.5, Pin1 inh 0.6%, mIDH1 inhibitor 11.5%, TRHR agonist 0.0, USP1-UAF1 inh -20.6% and TrxR1 substrate 3.3%.
`CN(C)c1ccc(-c2cc(O)c3ncccc3c2)cc1` gave TrxR1 inh 29.4%, TRHR PAM 5.8&1.3, Pin1 inh 3.3%, TRHR agonist -0.1&0.2 and TrxR1 substrate -0.3%.
For Cc1cccc(N=C2NN=C(c3ccccc3F)CS2)c1C the results were TrxR1 inh 5.5%, TRHR PAM -3.7, D2 ag -0.2, D2 antag -17.1, Pin1 inh 15.7%, mIDH1 inhibitor 1.0%, TRHR agonist 0.8, USP1-UAF1 inh -22.5% and TrxR1 substrate -5.5%.
For Cc1ccc2nc(N(Cc3cccnc3)C(=O)CCS(=O)(=O)c3ccccc3)sc2c1 the results were TrxR1 inh -18.5%[57.1 µM], TRHR PAM -1.2, Pin1 inh 5.4%, mIDH1 inhibitor -24.9%, TRHR agonist 1.0, USP1-UAF1 inh -20.9% and TrxR1 substrate -2.8%[57.1 µM].
`Cc1cc(C)nc(NS(=O)(=O)c2ccc(CC(C)C)cc2)c1` gave TrxR1 inh 19.0%, TRHR PAM -7.7, D2 ag -1.1, D2 antag 8.9, Pin1 inh -6.8%, mIDH1 inhibitor 4.8%, TRHR agonist -0.5, USP1-UAF1 inh inconclusive and TrxR1 substrate 26.9%.
`C/C(=N\NC(=O)c1ccncc1)c1cccs1` gave TrxR1 inh -2.2%, TRHR PAM -2.6, D2 ag -0.4, D2 antag 14.4, Pin1 inh -8.1%, mIDH1 inhibitor -1.0%, TRHR agonist 0.5, USP1-UAF1 inh -22.2% and TrxR1 substrate -9.9%.
Screening O=C(NCC1CCCO1)c1ccc2c(c1)C(=O)N(c1cccc([N+](=O)[O-])c1)C2=O (stereo unspecified) returned TrxR1 inh 6.8%, TRHR PAM 4.3, D2 ag 1.6, D2 antag 2.2, Pin1 inh 6.3%, mIDH1 inhibitor -1.7%, TRHR agonist 0.8, USP1-UAF1 inh -10.6% and TrxR1 substrate 1.5%.
`NS(=O)(=O)c1cccc(Nc2nc3ccccc3nc2NS(=O)(=O)c2ccc(Cl)cc2)c1` gave TrxR1 inh -0.5%[2.29 µM], Pin1 inh inconclusive, mIDH1 inhibitor 3.2%, USP1-UAF1 inh -19.0% and TrxR1 substrate 10.7%[57.1 µM].
For CCOc1ccc(Cl)cc1/C=N/NC(=O)c1ccccc1 the results were TrxR1 inh -6.1%[57.1 µM], TRHR PAM -0.5, D2 ag 0.2, D2 antag -6.0, Pin1 inh -12.0%, mIDH1 inhibitor 17.4%, TRHR agonist -0.3, USP1-UAF1 inh -10.0% and TrxR1 substrate 1.9%[57.1 µM].
Cc1ccc(-n2nc(C(=O)N3CCOCC3)cc2-c2ccc(Cl)cc2)cc1 was read as TrxR1 inh 2.3%, TRHR PAM 0.1, D2 ag -1.3, D2 antag -45.3, Pin1 inh -3.3%, mIDH1 inhibitor 6.1%, TRHR agonist 0.2, USP1-UAF1 inh -10.4% and TrxR1 substrate -3.8%.
C/C(=N\N=C(/N)SC1CC(=O)N(c2ccc(Br)cc2)C1=O)c1cccs1 (stereo unspecified) was read as TrxR1 inh -13.6%, TRHR PAM 6.4, D2 ag 0.8, D2 antag -10.6, Pin1 inh 7.9%, mIDH1 inhibitor -6.9%, TRHR agonist 1.7, USP1-UAF1 inh -12.9% and TrxR1 substrate -1.4%.
Screening CN1CCN(c2nc3c(c(=O)[nH]c(=O)n3C)n2CCCSc2ncccn2)CC1 returned TrxR1 inh -1.6%, TRHR PAM 3.9, D2 ag -0.6, D2 antag -2.8, Pin1 inh -3.2%, mIDH1 inhibitor 13.4%, TRHR agonist 0.5, USP1-UAF1 inh -26.3% and TrxR1 substrate -2.6%.
O=C(CCCn1c(=O)oc2ccccc21)NC1CCCCCC1 was read as TRHR PAM -5.7, D2 ag -0.2, D2 antag 7.6 and TRHR agonist -0.1.

Quoted at random: 2 records from the list, in no set order.
Screening CN1CCN(c2nc3c(c(=O)[nH]c(=O)n3C)n2CCCSc2ncccn2)CC1 returned TrxR1 inh -1.6%, TRHR PAM 3.9, D2 ag -0.6, D2 antag -2.8, Pin1 inh -3.2%, mIDH1 inhibitor 13.4%, TRHR agonist 0.5, USP1-UAF1 inh -26.3% and TrxR1 substrate -2.6%.
O=C(CCCn1c(=O)oc2ccccc21)NC1CCCCCC1 was read as TRHR PAM -5.7, D2 ag -0.2, D2 antag 7.6 and TRHR agonist -0.1.
